# Assay outcomes: PubChem, several laboratories
# XIAP displacement: small molecules displacing peptide from XIAP – biochemical, IAP family, fluorescence polarization (AID 1018) | XIAP BIR domain, fluorescence polarization peptide displacement; higher % means a stronger effect | displacement, % at 20 µM; hits with a dose series show IC50 in µM | hit rate 0.007% among 200,000; in the data active = displacement above about 50%; note: a part of the inactive calls stands beside numbers as strong as those of hits
# WT yeast gro inh: growth inhibition of WT yeast, mitochondrial fusion screen; mitochondrial fusion phenotypic screen, WT strain; inhibition, % at 10 µM; hit rate 2.1% among 190,000; AID 1362; in the data active = inhibition above about 58%; tested in S. cerevisiae
# CSM14.1 death rescue: protection against thapsigargin-triggered cell killing – 384-well, CSM14.1, ATP luminescence, primary screen (AID 1222); one-dose cellular ATP content (survival), % at 20 µM; EC50 in µM for titrated hits; 190,000 tested, under 10 active; CSM14.1 thapsigargin-induced death rescue, ATP luminescence; higher % means a stronger effect;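 active = EC50 below 50 µM in the dose-response confirmation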;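 note: death triggered by thapsigargin at about 15 µM added after 2 h compound pretreatment; cell ATP read after overnight thapsigargin exposure of roughly 18 to 22 hours; normalized against plate controls of thapsigargin alone and 5% DMSO vehicle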
# bCat nuc transl: modulators of beta-catenin nuclear translocation; HeLa beta-catenin nuclear translocation, immunofluorescence imaging; nuclear translocation activity, % at 5 µM; hit rate 0.3% among 190,000;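 active = nuclear translocation activity above 50% at 5 µM, with a well cell count of 50 or more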;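 note: per-cell ratio of nuclear to cytoplasmic median beta-catenin stain intensity; plate controls were DMSO negative control for no effect and GSK-3 inhibitor IX positive control for full effect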
#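 Signal – beta-catenin immunofluorescence imaging with DAPI · Test system – human HeLa cell line · Dosing – 5 µM primary single dose, 0.1% DMSO, 0.02–20 µM confirmation series · Measure – % activation, nuclear-to-cytoplasmic median beta-catenin signal ratio per cell · Incubation – 24 h compound exposure at 37°C, 5% CO2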
# Ins promoter up: MIN6 insulin promoter up-regulation; MIN6 insulin promoter-GFP reporter, high-content imaging; hits give high values; z-score at 5 µM; hit rate 0.3% among 190,000;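 active = z-score above 3 at 5 µM with at least 500 cells counted in the well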
# Lipid droplet: hepatic lipid droplet formation modulation; AML12 mouse hepatocytes, oleate lipid droplets, BODIPY imaging; inhibition, % at 6.5 µM; hit rate 0.4% among 240,000;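 active = lipid droplet intensity inhibited by at least 50%, with more than 500 cells counted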
#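 Technique: fluorescence imaging, 20x objective, two fields per well / Assay system: AML12 hepatocytes (mouse) / Measure: % inhibition of lipid droplet signal / Doses: 6.5 µM single-point dosing / Incubation: overnight exposure / Reagent: 100 µM oleic acid challenge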
# Dynein cargo inh: blocks dynein driven cargo transport along microtubules. hit rate 0.47% among 220,000. z-score, hits read low. 3617.4 mouse cells, GR-EGFP nuclear translocation imaging; test concentration mostly 20 µM; stimulated with dexamethasone, 1 µM; hits give low values;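 active = plate z-score of nuclear minus cytoplasmic receptor signal below a set negative limit, without overly bright fluorescence or cell loss, cut at about -3.5 in these data, passing the limit was not always enough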;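 note: z-score of nuclear minus cytoplasmic ring GR-EGFP intensity difference per well; some compounds called inactive have numbers as strong as hits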
#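 Buffer or medium: tet-free, stripped-serum medium; Also added: dexamethasone, 1.0 µM final; Technique: high-content fluorescence imaging after fixation; Times: 48 h induction, 1 h compound, 30 min dex at 37 °C; Read-out: per-cell GR-EGFP intensity, nucleus versus surrounding cytoplasmic ring, well-averaged.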
# MT stabilizer: microtubule stabilization, imaging screen; hit rate 0.83% among 200,000; AID 2205; HeLa tubulin immunostaining HCS, 24 h; share of cells brighter than vehicle mean+2SD; % tubulin-high responders, % at 10 µM;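 active = plate Z-score above 3 for both tubulin-high and condensed-nucleus cell shares, with cell loss under 80%, at 10 µM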;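 note: anti alpha tubulin signal scored within the nucleus-defined area of each cell; some results filed as inactive read as strong as hits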
# Autophagy HCS: autophagy modulation, high-content screen | AID 463193 | MEF GFP-LC3 puncta imaging; test concentration mostly 10 µM | hit rate 0.98% among 190,000 | calls only at 10 µM (by protocol);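 active = percentage of spot-positive cells more than 3 SD above its plate mean, without a fluorescence outlier flag or 80% toxicity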;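 note: spot-positive cell cutoff set from DMSO-treated cells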
# WT yeast gro inh mutant strain: further read-out of WT yeast gro inh, marked with its call; inhibition, %; mitochondrial fusion phenotypic screen, mutant strain inhibition
# Dynein cargo inh cytoplasmic EGFP: recorded beside Dynein cargo inh, whose call it bears; z-score; measured here: cytoplasmic GR-EGFP intensity; hits give high values
# Dynein cargo inh nuclear GR-EGFP: second read-out of Dynein cargo inh, no call of its own (marks repeat the call); z-score; measured here: nuclear GR-EGFP intensity;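 lower value marks the stronger effect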
# Dynein cargo inh cell count: recorded beside Dynein cargo inh, whose call it bears; z-score; measured here: cell count per field
# Ins promoter up cell count: second read-out of Ins promoter up, no call of its own (marks repeat the call); cell count; measured here: cytotoxicity, nuclei count;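 total cells summed across four imaged fields per well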
# Lipid droplet cells 6.5 µM: recorded beside Lipid droplet, whose call it bears; cell count; measured here: cell count, cytotoxicity flag;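 cells counted across two imaged fields per well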
# bCat nuc transl cell count 5 µM: recorded beside bCat nuc transl, whose call it bears; cell count; measured here: cell count, cytotoxicity flag
# MT stabilizer Hoechst-high %: second read-out of MT stabilizer, no call of its own (marks repeat the call); % Hoechst-high responders; measured here: nuclear condensation Hoechst responders;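 share of cells brighter than vehicle mean plus two SD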
# MT stabilizer cytotoxicity %: further read-out of MT stabilizer, marked with its call; toxicity, %; measured here: cytotoxicity by cell density;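 0% = mean cell density of plate MIN control wells and 100% = no cells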
# Autophagy HCS cell loss 18 h: second read-out of Autophagy HCS, no call of its own (marks repeat the call); toxicity, %; measured here: cell loss, nuclei count;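 cell loss after 18 h compound exposure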
# An asterisk follows results filed as active; i = inactive; / = not tested or not shown. Rows were taken by chance. Share with any hit: about 4%.
SMILES,XIAP displacement,WT yeast gro inh,WT yeast gro inh mutant strain,CSM14.1 death rescue,bCat nuc transl,bCat nuc transl cell count 5 µM,Ins promoter up,Ins promoter up cell count,Lipid droplet,Lipid droplet cells 6.5 µM,Dynein cargo inh,Dynein cargo inh cytoplasmic EGFP,Dynein cargo inh nuclear GR-EGFP,Dynein cargo inh cell count,MT stabilizer,MT stabilizer Hoechst-high %,MT stabilizer cytotoxicity %,Autophagy HCS,Autophagy HCS cell loss 18 h
COc1ccccc1CNc1ccc2nnc(CCNC(=O)c3ccc(C)cc3)n2n1,-8.7%,-10,0,0.4%,-5.3,1099,-0.41,1577,-9,714,0.36,-0.25,0.61,-0.46,4.3,2.9,3.8,i,32
COc1ccc(C(C)=O)cc1CN1C(=O)NC(CC(C)C)C1=O (stereo not drawn),-1.2%,-4,-40,0.4%,2.9,902,-0.49,1353,-3,650,-0.042,-0.24,0.043,0.69,2.0,2.1,7.8,i,-15
CCC(C)[C@H](NC(=O)NCCCc1ccccc1)C(=O)OC (stereo partly drawn),-4.6%,1,5,-2.6%,-5.5,1166,1.1,1054,6,809,-0.61,-0.26,-0.51,0.54,3.0,2.1,6.7,i,-1
O=C(Nc1ccc2c(c1)OCO2)c1ccc(S(=O)(=O)NCC2CCCO2)cc1 (stereo not drawn),-3.9%,16,25,6.0%,-1.0,1106,0.17,1176,2,798,-0.63,-0.25,-0.45,0.2,2.2,1.3,2.2,i,-7
Cc1cccc2cc(CN(Cc3ccco3)C(c3nnnn3CCc3ccccc3)C(C)C)c(=O)[nH]c12 (stereo not drawn),-1.4%,25,-9,-0.2%,-2.4,1172,-1,975,/,/,0.079,-0.43,-0.1,-0.069,4.2,1.4,6.2,i,4
COc1ccc(-n2cnnc2SCC(=O)NC2CCCc3ccccc32)cc1 (stereo not drawn),-0.3%,-10,-22,7.8%,/,/,0.57,1361,-2,563,0.37,-0.17,-0.23,0.47,1.1,4.0,6.6,i,0
CCOC(=O)N1CCN(C(=O)Cc2c(C(=O)O)n(C)c3ccccc23)CC1,-14%,1,13,0.5%,-0.7,1079,0.27,1353,-2,702,-0.0038,-0.3,0.22,0.47,7.3,1.5,3.7,i,-32
C=CCn1c(-c2ccc(OC)cc2)nc2nc3ccccc3nc21,-5.1%,31,12,3.2%,0.2,1151,0.46,707,-7,685,-0.81,0.016,-0.25,0.69,1.6,1.9,8.4,i,-6
O=C1CCC/C(=N/Nc2ccc(Cl)cc2)C1,1.0%,21,3,-2.7%,3.9,1032,-0.39,1299,0,659,-1.2,-0.023,-0.54,-0.42,2.9,2.5,4.9,i,-5
CN(C)CCN1CC(O)=C(c2nc3ccccc3s2)C1=N,/,/,/,/,1.2,1305,-0.2,1336,-13,681,-0.66,-0.25,-0.55,0.79,/,/,/,/,/
Cn1c(SCC(=O)N2CCCc3ccccc32)nnc1-c1ccccc1,-5.3%,1,-3,1.0%,-1.6,927,1.7,1073,/,/,0.7,-0.17,0.53,-0.82,1.9,1.5,7.3,i,-2
COCCCNC(=S)Nc1ccc(CC(=O)O)cc1,-3.5%,-12,-22,-0.2%,-0.3,942,0.33,1443,-13,666,1.6,-0.22,1.1,-1.5,1.6,3.8,11,i,-1
CCc1ccc(/C=C2/SC(N3CCOCC3)=NC2=O)cc1,/,/,/,/,0.0,1340,-0.57,1045,-15,740,-0.83,0.12,-0.39,0.012,/,/,/,/,/
Cc1cc(=O)n2c(n1)SCOC2,/,/,/,/,1.0,1110,0.09,1418,1,752,0.16,-0.26,0.043,0.78,/,/,/,/,/
Cc1cc(OCC(=O)Nc2ccc3c(c2)OCCO3)ccc1Cl,-4.9%,26,7,-2.0%,-0.6,637,-0.45,1438,/,/,1,-0.17,0.97,0.034,3.9,2.1,4.7,i,-3
O=c1cc(O)c2c(=O)n(Cc3ccccc3)c3ccccc3c2o1,-9.5%,19,-1,/,2.8,1068,-0.52,1256,4,717,-0.68,-0.33,-0.42,0.58,3.2,2.9,6.3,i,-1
COC(=O)c1cn(NC(=O)Cc2c(F)cccc2Cl)c(=O)c2ccccc12,-2.8%,-3,-5,-0.1%,-1.5,1036,-0.57,1369,-7,679,0.54,-0.29,0.12,-0.14,6.9,1.9,14,i,-3
CCCCn1c(/N=C/c2ccccc2NS(=O)(=O)c2ccc(C)cc2)nc2ccccc21,-8.0%,26,20,-0.5%,-1.0,1123,0.22,1423,-15,675,0.24,-0.21,0.0035,-0.47,6.5,2.3,7.1,i,17
Cc1cccc(C)c1NC(=O)C1(N2C(=O)CC2c2ccccc2)CCCCC1 (stereo not drawn),-22%,4,-2,0.9%,-0.9,1140,0.83,1486,-16,615,0.32,-0.26,0.31,-0.055,3.1,2.5,5.5,i,-3
O=C(NC12CC3CC(CC(C3)C1)C2)N1CCN(c2ncccn2)CC1,-5.2%,7,-2,2.9%,0.9,1497,-0.17,1417,5,602,-0.91,-0.27,-0.47,0.61,1.6,1.1,11,i,-1
O=C(N/N=C/c1ccc(Br)cc1)c1ccc(Br)o1,-0.6%,5,-5,-2.3%,-1.2,475,0.28,1280,-14,686,0.68,-0.29,0.018,-0.18,3.7,1.7,5.2,i,5
Cc1ccc(S(=O)(=O)NCCSCc2ccco2)cc1,-2.9%,0,-1,-1.1%,2.1,1052,-0.63,1398,3,701,0.32,-0.34,0.031,1.1,3.3,1.4,5.6,i,-1
COc1cccc(N2CC(O)=C(c3nc4ccccc4s3)C2=N)c1,-9.9%,-13,-14,-1.5%,3.7,1397,/,/,0,728,-0.26,-0.11,0.2,-0.53,/,/,/,i,42
CCO[C@H]1OC(C(=O)N2CCN(Cc3ccc4c(c3)OCO4)CC2)=C[C@@H](c2csc3ccccc23)[C@@H]1CCCO,-2.7%,29,5,-0.4%,0.4,1110,-0.59,1206,-2,702,-1.3,-0.28,-0.46,0.5,7.5,1.0,8.8,i,2
CN=C(Nc1cc(C)nn1CCC#N)c1ccccc1F,-7.7%,0,-2,1.4%,1.4,1146,0.1,918,/,/,-0.18,-0.21,0.062,0.55,3.1,1.6,2.2,i,-4

# Next structures.
SMILES,XIAP displacement,WT yeast gro inh,WT yeast gro inh mutant strain,CSM14.1 death rescue,bCat nuc transl,bCat nuc transl cell count 5 µM,Ins promoter up,Ins promoter up cell count,Lipid droplet,Lipid droplet cells 6.5 µM,Dynein cargo inh,Dynein cargo inh cytoplasmic EGFP,Dynein cargo inh nuclear GR-EGFP,Dynein cargo inh cell count,MT stabilizer,MT stabilizer Hoechst-high %,MT stabilizer cytotoxicity %,Autophagy HCS,Autophagy HCS cell loss 18 h
O=C(Cn1cccc1C(=O)c1ccccc1)NCc1cccnc1,-1.2%,-13,-7,-1.9%,-0.1,1361,0.22,1608,/,/,-0.26,-0.22,-0.14,0.46,1.9,1.3,4.1,i,-1
O=C(Nc1ccccc1)Nc1cccc(C(F)(F)F)c1,-1.4%,38,5,-1.0%,-3.3,1078,-1.2,1233,3,706,1.5,-0.041,0.42,-1.6,1.8,2.4,1.0,i,2
Cc1cc(=O)oc2cc(OCc3cc4c(cc3Cl)OCO4)ccc12,-6.8%,5,-5,-1.1%,4.3,1384,-1.8,858,/,/,0.36,-0.23,-0.13,0.052,5.2,2.4,3.9,i,-20
CC(C)C[C@H](NC(=O)c1[nH]cnc1C(=O)Nc1ccc(Cl)cc1)C(=O)OC(C)(C)C,/,/,/,/,0.1,1279,-0.32,1006,-13,680,-0.034,-0.66,0.014,-0.53,/,/,/,/,/
CC(=O)c1ccc(N2C(=O)[C@@H]3C(CCC(N)=O)NC4(C(=O)Nc5c4ccc(Cl)c5C)[C@@H]3C2=O)cc1 (stereo partly drawn),-3.4%,4,-26,1.8%,-1.8,972,-0.79,1362,/,/,1.1,-0.32,0.31,0.043,3.4,1.5,1.5,i,16
Cc1[nH]nc2c1C(c1ccco1)C(C#N)=C(N)O2 (stereo not drawn),-4.5%,0,10,-2.1%,0.5,1205,-0.22,1362,10,668,-0.011,-0.31,-0.15,0.02,2.2,1.2,3.6,i,-2
COc1cccc(-c2noc(C(C)n3nc(C)c([N+](=O)[O-])c3C)n2)c1 (stereo not drawn),-5.2%,-8,-18,-2.2%,-2.3,1458,-0.62,1526,/,/,1.2,-0.21,0.9,-0.66,1.8,1.6,7.7,i,11
O=C(CN(C(=O)c1ccccc1Cl)C1CCCCC1)Nc1ccc(Cl)c([N+](=O)[O-])c1,-1.6%,16,4,2.0%,/,/,/,/,/,/,-0.52,-0.24,-0.6,1.5,1.2,0.9,11,i,3
Cc1ccc2nc3c(c(Nc4ccccc4)c2c1)CCC3,/,/,/,/,-2.6,1156,-0.51,1149,0,730,-1,-0.2,-0.51,0.79,/,/,/,/,/
Cc1nn2c(NCCCn3ccnc3)cc(C(C)C)nc2c1-c1ccccc1,/,/,/,/,0.3,1362,-0.57,1136,-10,745,0.4,-0.14,-0.027,1.2,/,/,/,/,/
